# Source: PubChem
# BLM helicase inh: blocks DNA unwinding by human BLM helicase; P54132; recombinant BLM DNA unwinding, fluorescence dequenching; Potency, µM (titrated, usually from 56.1 µM), inactives show at the top dose activity change, negative = inhibition, hits mostly inhibitors; actives 0.2% (n = 350,000);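 further: plate controls were vehicle for no effect and no enzyme for full effect; nearly all actives have a fitted effect of over 35% in size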
# Target sequence (P54132 whole entry, looked up): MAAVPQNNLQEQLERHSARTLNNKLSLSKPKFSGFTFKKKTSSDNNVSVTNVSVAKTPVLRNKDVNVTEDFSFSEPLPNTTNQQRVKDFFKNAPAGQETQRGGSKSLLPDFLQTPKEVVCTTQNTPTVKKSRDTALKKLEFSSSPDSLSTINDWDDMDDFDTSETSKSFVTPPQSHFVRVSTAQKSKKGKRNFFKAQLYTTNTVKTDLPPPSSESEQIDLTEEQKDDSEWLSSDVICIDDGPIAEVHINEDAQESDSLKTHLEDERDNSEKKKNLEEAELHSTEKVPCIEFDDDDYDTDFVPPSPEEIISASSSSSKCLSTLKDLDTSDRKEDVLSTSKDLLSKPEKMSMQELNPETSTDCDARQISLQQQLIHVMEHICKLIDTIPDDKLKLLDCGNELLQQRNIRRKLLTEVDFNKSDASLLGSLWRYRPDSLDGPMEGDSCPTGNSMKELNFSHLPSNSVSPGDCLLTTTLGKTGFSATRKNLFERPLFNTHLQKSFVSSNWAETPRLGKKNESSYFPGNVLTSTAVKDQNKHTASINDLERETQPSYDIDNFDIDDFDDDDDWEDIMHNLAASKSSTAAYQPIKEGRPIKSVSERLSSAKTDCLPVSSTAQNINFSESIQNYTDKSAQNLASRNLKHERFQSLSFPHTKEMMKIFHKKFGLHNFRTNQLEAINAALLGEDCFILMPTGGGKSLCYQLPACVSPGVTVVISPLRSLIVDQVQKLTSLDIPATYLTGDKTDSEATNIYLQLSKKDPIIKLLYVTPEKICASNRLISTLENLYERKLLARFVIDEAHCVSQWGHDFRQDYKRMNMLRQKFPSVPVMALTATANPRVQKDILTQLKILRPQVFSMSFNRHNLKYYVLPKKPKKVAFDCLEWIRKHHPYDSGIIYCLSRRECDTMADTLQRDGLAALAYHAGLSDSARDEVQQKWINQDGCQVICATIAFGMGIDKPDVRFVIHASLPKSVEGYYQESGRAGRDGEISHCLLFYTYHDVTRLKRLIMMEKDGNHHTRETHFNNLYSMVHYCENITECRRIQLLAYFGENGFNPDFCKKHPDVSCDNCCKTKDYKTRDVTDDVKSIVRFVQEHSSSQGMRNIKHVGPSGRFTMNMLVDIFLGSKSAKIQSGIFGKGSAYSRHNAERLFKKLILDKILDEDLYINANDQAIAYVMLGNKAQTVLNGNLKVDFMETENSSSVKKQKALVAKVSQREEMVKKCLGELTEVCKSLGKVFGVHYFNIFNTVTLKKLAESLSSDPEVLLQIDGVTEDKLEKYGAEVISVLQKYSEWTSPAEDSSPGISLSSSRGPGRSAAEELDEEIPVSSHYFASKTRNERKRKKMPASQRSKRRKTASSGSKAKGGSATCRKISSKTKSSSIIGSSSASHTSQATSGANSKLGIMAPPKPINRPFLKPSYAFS
# G9a block: G9a (human) methyltransferase inhibition. Q96KQ7. G9a H3K9 monomethylation, AlphaScreen, 2 h. Potency, µM (titrated, usually from 102 µM), inactives show top-dose activity, negative = inhibition, usual class: inhibitors. actives 8.8% (n = 350,000). AID 504332; further: on the % scale 0 is the no-effect control and ±100 the full control effect; nearly all actives have a fitted effect of over 75% in size
#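 AlphaScreen read-out: biotin-H3K9 peptide (500 nM) methylation by 20 nM enzyme with 20 uM SAM, 2 h at room temperature after 15 min compound preincubation; anti-monomethyl H3K9 antibody plus donor/acceptor beads, 10 min dark.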
# APE1 inh: blocks human APE1 abasic DNA cleavage. P27695. recombinant APE1, TAMRA/BHQ-2 abasic DNA cleavage fluorescence. Potency, µM (highest dose often 65.8 µM), inactives show top-dose activity change, negative = inhibition, usual class: inhibitors. actives 0.35% (n = 350,000). AID 2517;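 further: plate controls were vehicle for no effect and reference inhibitor for full effect; nearly all actives have a fitted effect of over 55% in size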
#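 Incision of a quenched TAMRA/BHQ-2 THF abasic-site duplex (50 nM) by 0.75 nM APE1, after 15 min compound preincubation, measured as fluorescence increase over three 60 s reads. Values normalized to buffer, DMSO and NSC13755 control wells.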
# JMJD2A Tudor inh: blocks the human JMJD2A Tudor domain. actives 4.4% (n = 390,000). AID 504339. AlphaScreen JMJD2A-Tudor / H3K4me3 peptide binding. Potency, µM (top dose mostly 114 µM), for inactives: at the highest dose activity change, negative = inhibition, usual class: inhibitors. O75164; further: on the % scale 0 is the no-effect control and ±100 the full control effect; nearly all actives have a fitted effect of over 50% in size
# Pol iota inh: DNA polymerase iota (human) inhibition; Q9UNA4; Pol iota fluorescent replication assay, 10 min; Potency, µM (top dose mostly 115 µM), without a hit: at the top dose activity, negative = inhibition, most hits filed as inhibitors; actives 1% (n = 390,000)
#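 Pol iota at 10 nM preincubated 15 min with compounds at room temperature; reaction started with fluorescent substrate, 50 nM final. Fluorescence read kinetically at 0 and 10 min; buffer-only wells as negative control.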
# POLB inh: blocks human DNA polymerase beta activity; P06746; Pol beta primer extension/strand displacement, fluorescence kinetic; Potency, µM (titrated, usually from 114 µM), inactives show at the top dose activity change, negative = inhibition, most hits filed as inhibitors; actives 1.3% (n = 340,000); AID 485314; further: on the % scale 0 is the no-effect control and ±100 the full control effect
#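 Values derive from four-parameter Hill fits of normalized kinetic data: reads at 0 and 10 min following addition of 50 nM substrate to 10 nM Pol beta preincubated 15 min with compound.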
# BAZ2B inh: inhibitors of human BAZ2B bromodomain | Q9UIF8 | AlphaScreen BAZ2B-H3K14Ac peptide displacement | Potency, µM (titrated, usually from 114 µM), for the others: at the highest dose activity change, negative = inhibition, hits mostly inhibitors | actives 4.4% (n = 360,000) | AID 504333; further: on the % scale 0 is the no-effect control and ±100 the full control effect; nearly all actives have a fitted effect of over 60% in size
#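 AlphaScreen displacement: compounds (up to 110uM) incubated 30 min at room temperature with a preformed 50 nM BAZ2B/50 nM biotinylated H3K14Ac peptide complex in PBS pH 7.4 with Tween-20. Donor and acceptor beads at 10 ug/mL final added, 20 min light-protected before reading.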
# Pol eta inh: inhibitors of human DNA polymerase eta; Q9Y253; recombinant Pol eta, fluorescent DNA replication assay; Potency, µM (series often up to 114 µM), inactives show top-dose activity change, negative = inhibition, most hits filed as inhibitors; actives 1.2% (n = 390,000); AID 588591; further: on the % scale 0 is the no-effect control and ±100 the full control effect
#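 Fluorescent replication assay: 50 nM final substrate added after a 15 min room-temperature compound preincubation with 10 nM enzyme. Signal taken at 0 min and again at 10 min.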
# POLK inh: blocks human DNA polymerase kappa activity | Q9UBT6 | purified Pol kappa, fluorescent DNA synthesis assay, 10 min | Potency, µM (doses to about 107 µM), inactives show top-dose activity, negative = inhibition, most hits filed as inhibitors | actives 0.53% (n = 400,000); further: on the % scale 0 is the no-effect control and ±100 the full control effect
#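 Kinetic fluorescence screen: compound preincubated 15 min RT with 10 nM enzyme; 50 nM substrate (final) initiates; reads at 0/10 min.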
# * hit, by the source's call; ? = inconclusive; . = no result given; [ ] = dose if it differs, or a comment. The call rests on the fitted dose curve; in most records, active means well fitted curve in the direction sought with a large enough effect; inconclusive means small, poorly fitted or top-dose-only effect, or another doubt; inactive means no such curve, though single readings can be large; an effect the other way counts as inactive or inconclusive. Potency means the concentration at half of the fitted maximal effect. An excerpt; count on the stated rates, not on these rows.
SMILES,BLM helicase inh,G9a block,APE1 inh,JMJD2A Tudor inh,Pol iota inh,POLB inh,BAZ2B inh,Pol eta inh,POLK inh
Cc1cc(C)cc(NC(=S)/N=C(\N)Nc2nc(C)c3ccccc3n2)c1,25%,21%[59 µM],-6%,-21%,-8%,-12%,-9%,-6%,-17%
COc1cc(C2Nc3ccccc3NC3=C2C(=O)CC(C)(C)C3)cc(OC)c1OC (stereo not given),-1%,-5%,45%[activator],-7%,24%,38%,-22%,-4%,-6%
O=C(c1cccc(F)c1)N1CCC2(CC1)CCN(C(c1ccccc1)c1ccccc1)CC2,-5%,-4%[12.7 µM],-5%,.,.,.,.,.,-15%[60.1 µM]
COc1ccccc1NS(=O)(=O)c1cc(NC(=S)NCCN2CCOCC2)ccc1N1CCOCC1,6%,10µM*,?,?,8%,-3%,?,-6%,-7%
COc1ccc(C(C(=O)NC(C)(C)C)N(CC2CCCO2)C(=O)CCC(=O)Nc2cc(C)on2)cc1 (stereo not given),-1%,9%,-2%,-3%,11%,-2%,-10%,-9%,-2%
CC(OC(=O)c1cc(O)c2ccccc2c1O)C(=O)Nc1ccc(C(N)=O)cc1 (stereo not given),.,7.1µM*,1%,?,?,.,?,-19%,-18%
COc1ccc(NC(=O)Nc2cnccn2)cc1OC,-2%,66%[activator],55%[activator],0%,15%,-4%,-16%,-13%,1%
O=C(Cn1c(SCC(=O)Nc2ccc(F)cc2)nc2ccccc21)NCc1ccc(F)cc1,-1%,-3%[12.7 µM],.,9%,-15%,18%,-4%,-7%,-6%[60.1 µM]
CN1C(=O)Nc2cccc3cccc1c23,1%,-14%,58%[activator],-6%,55%[activator],0%,-20%,-6%,-15%
Cc1nn(Cc2ccc([N+](=O)[O-])cc2)c(=O)n1-c1ccccc1Cl,-5%,-30%,-3%,-16%,83%[activator],-28%,-33%,-17%,-7%
Cn1c(=O)oc2cc(S(=O)(=O)N3CCCC(C(=O)Nc4nccs4)C3)ccc21 (stereo not given),1%,-11%,1%,-8%,-18%,25%,-3%,-6%,5%
CSc1nncn1/N=C/c1ccccc1F,-2%,-11%,2%,-10%,5%,2%,4%,-5%,-13%

# Some values from the entries so far:
# JMJD2A Tudor inh, Cc1nn(Cc2ccc([N+](=O)[O-])cc2)c(=O)n1-c1ccccc1Cl is entered as -16%
# Pol iota inh, O=C(Cn1c(SCC(=O)Nc2ccc(F)cc2)nc2ccccc21)NCc1ccc(F)cc1 is entered as -15%
# BLM helicase inh, Cc1cc(C)cc(NC(=S)/N=C(\N)Nc2nc(C)c3ccccc3n2)c1 is entered as 25%

# Remaining list, next part.
SMILES,BLM helicase inh,G9a block,APE1 inh,JMJD2A Tudor inh,Pol iota inh,POLB inh,BAZ2B inh,Pol eta inh,POLK inh
CC1CCN(C(=O)c2ccc(S(=O)(=O)Cc3cc(F)ccc3F)c([N+](=O)[O-])c2)CC1,3%,?,11%,-1%,136%[activator],-11%,-7%,-20%,-1%
CC(NC(=O)COC(=O)c1cccc(S(=O)(=O)N2CCCC2)c1)c1ccccc1 (stereo not given),.,.,26%,-8%,54%[activator],.,.,-2%,-11%
COc1cc(OC)c(C(=O)NCc2cccnc2)cc1OC,-5%,-1%[59 µM],-12%,-17%,188%[activator],24%,-19%,-12%,0%
O=C(CN(c1ccc2c(c1)OCCO2)S(=O)(=O)c1ccccc1)NCc1ccc(Cl)cc1,-10%,0%[59 µM],1%,-13%,1%,33%,-2%,?,-3%
Cc1ccc(S(=O)(=O)Nc2ccc3ncccc3c2[N+](=O)[O-])cc1,.,.,.,-6%,-10%,.,.,-7%,-5%
CN(C)C(=O)NCc1ccc(S(N)(=O)=O)cc1,3%,-1%[12.7 µM],4%,-7%,-4%,-6%,0%,-2%,-5%
COC(=O)[C@H](CCSC)NC(=O)Nc1cc(OC)cc(OC)c1,2%,-6%,-2%,0%,12%,-1%,-38%,-20%,6%
COc1ccc2oc(C(=O)OCC(=O)/C(C#N)=C(\C)N)c(C)c2c1,-13%,13%[59 µM],19%,-8%,-2%,23%,-6%,-10%,-13%
O=C(Nc1cccc(-c2cnc3ccccc3n2)c1)c1cccc(NC(=O)c2ccco2)c1,-13%,?,-4%,?,14%,?,-31%,6%,-22%
Cc1ccc(NC2(c3ccccc3)C(=O)c3ccccc3C2=O)cc1F,-9%,13µM*,.,?,-14%,18%,?,-4%,-2%
Cc1nn(C(C)(C)C)c(OC(=O)c2ccco2)c1Sc1ccccc1,-10%,52%[activator][59 µM],-4%,-11%,-13%,0%,0%,-20%,-23%
COc1cc(NC(=O)c2cccs2)ccc1NC(=O)c1ccco1,-2%,-2%[12.7 µM],-1%,-2%[11.4 µM],2%,-1%,7%,6%,-7%

# Compound profiles, as listed above:
# O=C(Nc1cccc(-c2cnc3ccccc3n2)c1)c1cccc(NC(=O)c2ccco2)c1 as listed: BLM helicase inh = -13%; G9a block = ?; APE1 inh = -4%; JMJD2A Tudor inh = ?; Pol iota inh = 14%; POLB inh = ?; BAZ2B inh = -31%; Pol eta inh = 6%; POLK inh = -22%
# CC(NC(=O)COC(=O)c1cccc(S(=O)(=O)N2CCCC2)c1)c1ccccc1 (stereo not given) as listed: BLM helicase inh = .; G9a block = .; APE1 inh = 26%; JMJD2A Tudor inh = -8%; Pol iota inh = 54%[activator]; POLB inh = .; BAZ2B inh = .; Pol eta inh = -2%; POLK inh = -11%

# Next section.
SMILES,BLM helicase inh,G9a block,APE1 inh,JMJD2A Tudor inh,Pol iota inh,POLB inh,BAZ2B inh,Pol eta inh,POLK inh
C=CCn1c(=O)n2ncnc2c2c3c(sc21)CCCC3,-2%,22%[12.7 µM],-1%,-6%,0%,-10%,5%,?,-5%
CCSc1nnc(NC(=O)c2ccc3ccccc3n2)s1,2%,-7%[2.33 µM],-1%,-17%,-9%,22%,11%,-3%,-20%
COC(=O)c1sc2c(c1C)c(=O)n(-c1ccccc1)c(=O)n2CC(=O)Nc1cccc(C)c1,0%,5%[59 µM],.,-14%,26%,-7%,-3%,-20%,-5%[60.1 µM]
CC(C)NC(=O)CCc1nnc(Cc2cccc(C(F)(F)F)c2)o1,0%,6%,-5%,-2%,6%,-12%,1%,-9%,-3%
COc1ccc(NC(=O)c2cc(-c3ccccc3OC)on2)cc1,-5%,-10%[2.33 µM],15%,-3%,9%,33%,-5%,-5%,-10%
CCOC(=O)C1(Cc2cccc(OC)c2)CCCN(C(=O)CCc2cccnc2)C1 (stereo not given),-4%,4%,0%,-11%,30%[activator],?,-24%,-1%,-1%
Cc1ccc(C)c(NC(=O)C2CCCN(c3nc4ccccc4s3)C2)c1 (stereo not given),-2%,2%[59 µM],.,-15%,17%,5%,-3%,-5%,0%
CN1C2CCC1CC(NS(=O)(=O)c1ccc(C#N)cc1)C2 (stereo not given),-5%,9%[12.7 µM],4%,-5%,13%,13%,0%,-12%,5%
Cn1cnc2c1c(=O)n(Cc1ccc(F)cc1Cl)c(=O)n2C,-1%,-4%[59 µM],-4%,3%,20%,2%,5%,13%,2%
CCOC(=O)COc1ccc2c(=O)c(-c3ccc(OC)c(OC)c3)c(C(=O)OCC)oc2c1,-1%,.,15%,-14%,31%[activator],28%,-6%,-5%,-10%
Cc1ccc(Cl)cc1Nc1nc(N2CCOCC2)nc(N2CCOCC2)n1,-4%,11%,16%,-15%,-13%,2%,?,-17%,-8%
O=C(COC(=O)c1ccccn1)c1cccc(Br)c1,-1%,.,-3%,13µM*,0%,19%,18µM*,-8%,-6%
CCC(=O)N1CCc2cc(S(=O)(=O)NC(Cc3ccccc3)C(=O)NCc3ccccc3OC)ccc21 (stereo not given),1%,-4%[59 µM],.,-14%,-13%,6%,.,-1%,-5%
O=C(COC(=O)c1cc([N+](=O)[O-])ccc1N1CCOCC1)Nc1cc(F)ccc1F,.,-2%[0.501 µM],36%,?,40%[activator],.,-11%,-19%,-2%
NC(=O)[C@H]1CC2(CC(c3cccc(NC(=O)CC(c4ccccc4)c4ccccc4)c3)=NO2)CN1C(=O)CC(c1ccccc1)c1ccccc1 (stereo not given in full),-6%,-44%[59 µM],-4%,?,16%,-12%,-15%,?,-4%
NC(=O)c1cc(S(=O)(=O)NCCc2ccc(S(N)(=O)=O)cc2)cs1,-1%,-2%,31%,-2%,-1%,47%,-21%,-20%,4%
O=C(Cn1c(=O)c(=O)n(Cc2ccccc2)c2ccc(Cl)cc21)NCC1CCCO1 (stereo not given),-2%,6%,4%,1%,1%,19%,-2%,9%,2%
CCOc1ccc(NC(=O)c2ccc(-c3cccc(Cl)c3C)o2)cc1,-3%,-4%[59 µM],.,-18%,13%,2%,0%,-22%,-18%
Cc1ccc(-c2nn3c(-c4ccco4)nnc3c3ccccc23)cc1S(=O)(=O)N1CCOCC1,1%,-75%,3%,.,.,?,19%,.,.
CCS(=O)(=O)N1Cc2ccccc2CC1C(=O)Nc1ccc(NC(C)=O)cc1 (stereo not given),-8%,?,-1%,-4%,16%,-8%,6%,?,-6%
CN(C)c1ccc(CNC(=O)c2cccc(NC(=O)N3CCSc4ncccc43)c2)cc1,-1%,2.8µM*,.,?,21%,22%,?,-12%,8%
O=C(Cn1[nH]c(=O)c2ccccc2c1=O)OCC(=O)c1ccccc1,.,8%[12.7 µM],-31%,-10%,13%,.,7%,-2%,0%
COC(=O)c1cccc(NC(=O)CN2C(=O)c3ccccc3C2=O)c1,-4%,-5%[0.501 µM],21%,-11%,-3%,0%,-18%,-2%,-16%
C=C(C)C(=O)Oc1ccc(N2C(=O)CCC2=O)cc1,1%,.,3%,2%,38%[activator],6%,1%,-4%,10%
COc1ccccc1Nc1nn2c(=O)c3ccc(C(=O)NCc4cccnc4)cc3nc2s1,?,5%[59 µM],32%,.,.,?,56µM*,.,.
CCc1ccc(NC(=O)CSc2nnc(-c3cnccn3)n2Cc2ccco2)cc1,-5%,-32%[12.7 µM],-11%,-7%,22%,?,?,-15%,-12%
CCOc1cc(/C=C/c2cc(C(F)(F)F)[nH]c(=O)n2)ccc1O,-5%,-30%,-2%,-5%,?,?,?,-15%,-4%
CCOC(=O)c1c(O)c2cccc3c2n(c1=O)CC3,-2%,.,12%,1%,42%[activator],4%,-13%,-19%,0%
O=P(OC1CCCCC1)(OC1CCCCC1)C(O)c1cccnc1 (stereo not given),-2%,-8%,-1%,-14%,66%[activator],2%,1%,-2%,0%
CCOC(=O)C1CCCN(CCC(=O)Nc2ccccc2)C1 (stereo not given),3%,?,-4%,5%,-3%,34%,-5%,-11%,-1%
